EPAC2 ag: agonists of human EPAC2 (RAPGEF4); Q8WZA2; EPAC2 activation, biochemical qHTS; response scale: 100% = 6.5 mM cAMP response; Potency, µM (titrated, usually from 154 µM), for inactives: at the highest dose activation, most hits filed as activators; hit rate 0.079% among 360,000; AID 720711; also: potency is read from the fitted curve at half-maximal effect; nearly all actives have a fitted effect of over 50% in size
Target sequence (Q8WZA2 whole entry, looked up): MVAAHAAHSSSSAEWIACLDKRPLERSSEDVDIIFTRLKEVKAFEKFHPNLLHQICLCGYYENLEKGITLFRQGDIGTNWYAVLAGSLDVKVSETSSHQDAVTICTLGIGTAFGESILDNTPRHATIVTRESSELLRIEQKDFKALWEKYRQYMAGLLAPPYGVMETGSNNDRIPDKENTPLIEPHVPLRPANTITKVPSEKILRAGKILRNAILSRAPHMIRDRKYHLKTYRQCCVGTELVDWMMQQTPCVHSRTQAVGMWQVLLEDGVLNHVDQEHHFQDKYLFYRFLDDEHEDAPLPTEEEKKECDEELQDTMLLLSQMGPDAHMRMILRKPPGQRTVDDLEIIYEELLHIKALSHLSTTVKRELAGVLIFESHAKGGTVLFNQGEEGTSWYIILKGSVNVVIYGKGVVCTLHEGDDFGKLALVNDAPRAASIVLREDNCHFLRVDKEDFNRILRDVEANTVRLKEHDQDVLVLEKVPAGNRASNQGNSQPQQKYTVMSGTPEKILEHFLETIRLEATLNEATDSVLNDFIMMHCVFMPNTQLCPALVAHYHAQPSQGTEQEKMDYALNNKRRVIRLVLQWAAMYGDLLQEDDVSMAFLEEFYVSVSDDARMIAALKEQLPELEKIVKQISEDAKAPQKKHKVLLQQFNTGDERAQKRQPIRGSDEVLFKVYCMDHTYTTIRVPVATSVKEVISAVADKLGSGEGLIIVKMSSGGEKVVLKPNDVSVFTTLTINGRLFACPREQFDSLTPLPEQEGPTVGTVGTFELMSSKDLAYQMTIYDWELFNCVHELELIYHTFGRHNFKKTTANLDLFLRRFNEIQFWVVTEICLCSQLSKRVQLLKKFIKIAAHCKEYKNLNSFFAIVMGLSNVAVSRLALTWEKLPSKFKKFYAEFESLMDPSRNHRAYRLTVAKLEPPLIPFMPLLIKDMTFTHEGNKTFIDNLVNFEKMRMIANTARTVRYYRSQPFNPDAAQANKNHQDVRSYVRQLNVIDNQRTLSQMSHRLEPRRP
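Exchange assay: 100 nM EPAC2 with 250 nM Rap1B-BODIPY-GDP and 50 uM GDP. Fluorescence (ex 480/em 540 nm) read every 5 min for 30 min at room temperature. Data normalized to 6.5 mM cAMP as agonist control.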
HepG2 tox: counter-screen for TGF-b inhibitors: cytotoxicity in HepG2 cells. HepG2 CAGA-GFP viability, ATP luminescence, 18 h. hit rate 0.76% among 410,000. Potency, µM (highest dose often 46.1 µM), for inactives: at the highest dose activity change, negative = cytotoxicity, usual class: cytotoxic. AID 588856; also: potency is read from the fitted curve at half-maximal effect; some results filed as inactive show a strong effect at the top dose
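CellTiter-Glo luminescence gave cytotoxicity after 18 hours at 37 degrees C. The cells were HepG2 CAGA-GFP in 1% FBS DMEM, stimulated with 500 pg/mL TGF-beta after compound addition. %Activity was normalised to no-cell wells (complete cell-killing) and DMSO (no toxicity), and curves were fitted and classified.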
IL2 activator: activators of IL-2; IL-2 activation reporter assay, cell-based qHTS; stimulated with anti-CD3/CD4/CD28 beads; in transgenic mouse T cells; AID 652025; hit rate 0.065% among 360,000; activation, % (series mostly up to about 46 µM); in the data active = activation above about 50%; inconclusive = mostly about 30% to 49%; also: 0% is about no effect
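Screening format: compound pinned onto unstimulated transgenic mouse T cells, 60 min incubation, then anti-CD3/anti-CD4/anti-CD28 bead stimulation for 18 hours at 37 degrees C, followed by EGFP and DsRed detection.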
Nrf2 ARE act: activators of Nrf2 (ARE) signaling | AID 624171 | Potency, µM (top dose mostly 46.1 µM), inactives show at the highest dose activation, most hits filed as activators | hit rate 0.31% among 410,000 | AREc32 ARE-luciferase reporter (MCF7-derived line), luminescence, 24 h; also: potency is read from the fitted curve at half-maximal effect; % of control where 0% means no effect; nearly all actives have a fitted effect of over 65% in size
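AREc32_Fluc, 1000 cells/well, OPTI-MEM + 5% FBS, o/n 37 deg C 5% CO2; 23 nL cpd by pin tool, 24 hr; Steady-Glo 30 min RT, luminescence.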
Nrf2 block: inhibitors of Nrf2 signaling; Potency, µM (series often up to 46 µM), for inactives: at the top dose activity change, negative = inhibition, usual class: inhibitors; hit rate 2.1% among 360,000; A549 ARE-Fluc reporter, luciferase luminescence, 18-24 h; also: potency is read from the fitted curve at half-maximal effect; % is scaled to controls: 0 for no effect and ±100 for the full control effect; nearly all actives have a fitted effect of over 60% in size
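A549 ARE_Fluc cells (5000/well, 5% FBS OPTI-MEM) pre-incubated 2 h, then treated with compounds 18-24 h at 37C/5% CO2 in concentration-response. CellTiter-Fluor viability read first; BugLite luciferase luminescence after 15 min at room temperature gives Nrf2 activity.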
A549 tox: counter-screen for Nrf2 inhibitors: cytotoxicity in A549 cells | A549 ARE-Fluc cells, CellTiter-Fluor viability, 18-24 h | hit rate 0.16% among 390,000 | AID 504648 | Potency, µM (top dose mostly 46 µM), for the others: at the top dose activity change, negative = cytotoxicity, most hits filed as inhibitors; also: potency is read from the fitted curve at half-maximal effect; % is scaled to controls: 0 for no effect and ±100 for the full control effect
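A549 ARE-Fluc cells in 5% FBS OPTI-MEM, 5000 cells/well, rested 2 h then exposed to compounds in concentration-response for 18-24 h at 37 °C. Viability by CellTiter-Fluor fluorescence (Ex 405/Em 525) after 30 min; luciferase luminescence (BugLite, 15 min, RT) read afterwards.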
S2 tox: viability counter-screen for ATXN expression inhibitors; S2 cells (HEK-293 line with an ATXN2-luciferase reporter) viability, CellTiter-Fluor protease fluorescence, 24 h; hit rate 0.49% among 400,000; Potency, µM (series often up to 56.7 µM), hits mostly cytotoxic; also: potency is read from the fitted curve at half-maximal effect; nearly all actives have a fitted effect of over 40% in size
TGFb SMAD3 inh: inhibitors of TGF-b signaling; HepG2 CAGA-GFP TGF-b/SMAD3 reporter, GFP fluorescence, 18 h; TGF-beta stimulated, 500 pg/mL final; Potency, µM (titrated, usually from 46.1 µM), inactives show top-dose activity, negative = inhibition, hits mostly inhibitors; hit rate 1.2% among 410,000; AID 588855; also: potency is read from the fitted curve at half-maximal effect; % is scaled to controls: 0 for no effect and ±100 for the full control effect; nearly all actives have a fitted effect of over 65% in size
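HEPG2 CAGA-GFP cells (1000/well, DMEM with 1% FBS) were pre-incubated 2 h at 37 degrees C, given compound by pin tool, then stimulated with TGF-beta at 500 pg/mL final for 18 h before per-cell GFP fluorescence imaging.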
ATXN2 expr inh: reduces ATXN2 reporter expression in HEK-293 cells; HEK-293 ATXN2-luciferase reporter, luminescence, 24 h; Potency, µM (doses to about 57 µM), for the others: at the highest dose activity change, negative = inhibition, hits mostly inhibitors; hit rate 0.72% among 360,000; AID 1745845; also: potency is read from the fitted curve at half-maximal effect; % is scaled to controls: 0 for no effect and ±100 for the full control effect; nearly all actives have a fitted effect of over 55% in size
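ATXN2-luciferase reporter cells (luciferase flanked by upstream and downstream ATXN2 gene portions) were treated 24 h at 37 °C with compounds at up to 57 uM. SteadyGlo luminescence gave expression; GF-AFC fluorescence gave viability.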
* marks the source's active call; other numbers are inactive results; i = inactive; u = inconclusive; x = no result given; [ ] = dose if it differs, or a comment. Unless noted, calls follow the shape of the dose curve; as a rule, active = well fitted curve in the direction sought with a large enough effect; inconclusive = small, poorly fitted or top-dose-only effect, or another doubt; inactive = no such curve, though single readings can be large; an effect the other way counts as inactive or inconclusive. Rows were taken by chance, and some 4.3% of all compounds hit somewhere here.

SMILES | EPAC2 ag | HepG2 tox | IL2 activator | Nrf2 ARE act | Nrf2 block | A549 tox | S2 tox | TGFb SMAD3 inh | ATXN2 expr inh
O=S(=O)(NCCCCNS(=O)(=O)c1ccc(F)cc1)c1ccc(F)cc1 | 10.1% | -64.7% | 2.9 | -0.4% | -15.7% | 2.3% | i | 0.0% | -1.9%
O=C(Cc1csc2nc(-c3ccc(F)cc3)cn12)NCc1ccccc1 | x | 3.3% | x | 0.6% | x | 1.7% | u | -24.7% | 2.8%
O=C(CN(Cc1ccco1)C(=O)CNS(=O)(=O)c1ccc(Cl)cc1)NCC1CCCO1 (centres undefined) | 15.3% | 14.4% | -3.1 | -0.2% | 3.0% | 1.8% | i | -2.4% | -1.7%
COc1ccc(-c2[nH]n(-c3ccc([N+](=O)[O-])cc3)c(=O)c2C=NCc2ccncc2)cc1 | 5.9% | -9.0% | -3.3 | 3.9% | -26.5% | -6.8% | i | u | u
CC(=O)OCC1(C)CN(c2ccccc2)N(C(=O)c2ccc(F)cc2)C1=O (centres undefined) | 1.3% | 1.9% | -0.3 | -0.3% | -18.7% | -5.5% | i | 7.7% | x
Cc1ccc(/C=C/C(=O)O)cc1S(=O)(=O)Nc1ccc(C(=O)O)cc1 | -2.2% | 0.1% | -2.4 | 0.0% | 3.2% | -1.4% | i | 2.5% | -5.4%
O=C(Nc1cccc(-c2ccc(N3CCOCC3)nn2)c1)c1ccccc1 | 6.3% | -6.8% | 4.8 | 0.0% | 1.9% | -3.8% | i | 13.0% | 4.2%
O=C(CNC(=O)c1ccco1)N/N=C/c1c[nH]c2ccccc12 | 6.3% | -38.5% | 0.4 | 4.3% | -0.9% | 7.0% | i | -1.6% | -7.0%
Cc1cc(C)c(S(=O)(=O)/N=C2\C=CC(=O)C(Cl)=C2)c(C)c1 | -1.3% | 1.0% | -1.9 | -0.7% | x | -1.7% | i | -15.5% | -2.0%
Nc1ccn([C@@H]2O[C@H](C(=O)N[C@H](COC=O)Cc3ccccc3)[C@@H](O)[C@H]2O)c(=O)n1 | 6.1% | 4.6% | -0.6 | -0.2% | x | x | i | -3.5% | 5.6%
CCOC(=O)c1ccc(N2Cc3ccccc3C2=NC(=O)c2cccc([N+](=O)[O-])c2)cc1 | 0.0% | -5.9% | 0.6 | -0.2% | -3.2% | -4.5% | i | -6.9% | 49.7%
CC1CCN(C(=O)C(=O)c2cn(CC(=O)N3CCCCCC3)c3ccccc23)CC1 | 4.4% | 2.9% | -3.3 | -0.8% | 3.4% | 7.4% | i | -10.9% | -16.2%
C/C(=N/OC(=O)CC(C)C)c1cc(-c2ccc(Cl)cc2)no1 | -11.6% | 3.6% | 1.3 | 0.1% | u | 0.8% | i | 6.3% | 42.7%[activator][11.3 µM]
NC(=S)NN=Cc1cc(-c2cccc(N)c2)ccn1 | -0.1% | 0.4% | -3.5 | 9.8% | x | x | u | -0.9% | x
CCO[C@H]1OC(C(N)=O)=C[C@@H](c2ccc(Br)cc2)[C@@H]1CCCO | 4.0% | 1.1% | -0.4 | -0.9% | 5.7% | -11.6% | i | -3.7% | 14.5%
Cc1ccc(C(=O)O/N=C(\N)Cc2cccc3ccccc23)cc1 | 4.1% | -1.8% | -0.2 | u | -3.9% | 2.3% | i | -1.0% | -15.5%
Cc1ccc(S(=O)(=O)N2CCOCC2)cc1NC(=O)CSc1nc(N)cc(N)n1 | 1.4% | 4.2% | -3.1 | -0.4% | 4.6% | 0.3% | i | u | -10.1%
COc1ccc(OC)c(-n2cnc3cc(C(=O)NC4CCCC4)ccc32)c1 | x | 2.2% | x | 3.6% | x | -2.6% | i | 20.2% | -5.8%
CCOC(=O)C(C#N)(Cc1cc(OC)cc(OC)c1)Cc1cc(OC)cc(OC)c1 | 19.8% | -20.1% | -0.6 | 0.7% | -16.5% | -3.0% | i | -12.2% | -8.2%
Cc1ccc(-c2nn(CCC(=O)O)cc2CCC(=O)O)cc1 | 10.8% | -14.8% | -0.7 | 0.0% | 3.3% | 3.7% | i | 4.2% | 2.1%
O=c1[nH]c(-c2cccnc2)nc2ccccc12 | -2.6% | -18.3% | 2.8 | -0.1% | u | 0.4% | i | -10.7% | -2.4%
COc1ccc2nc3sc(C(=O)NCCN4CCc5ccccc5C4)cc3cc2c1 | -4.5% | -37.8% | -3.8 | 3.6% | 15.1% | 0.0% | i | -15.2% | -12.5%
CN(C)C(=O)CN1C(=O)C2CC=C(Cl)CC2C1=O (centres undefined) | -2.5% | 6.7% | 1.0 | -0.7% | -2.8% | -1.2% | i | 8.0% | 6.1%
O=C(CSc1nnc(NC(=O)c2cccc(F)c2)s1)NCC1CCCO1 (centres undefined) | -1.5% | -0.8% | -1.8 | 24.8% | 15.0% | -2.2% | i | 1.2% | 11.2%
CSc1cccc(NC(=O)N2CCCC(CNS(=O)(=O)Cc3ccccc3)C2)c1 (centres undefined) | 0.4% | -23.6% | 0.9 | -0.8% | u | -17.8% | i | -4.8% | -11.4%
NCC(=O)Nc1ccc(Cl)cc1C(=O)c1ccc[nH]1 | -1.1% | -24.3% | 0.3 | 3.4% | 8.1% | 9.0% | i | -0.1% | x
COc1cccc(NC2=C(C#N)C(=O)NC(c3cccc(OC)c3O)S2)c1 (centres undefined) | 3.5% | -22.7% | 2.0 | 6.0% | 3.6% | 6.5% | i | u | x
COC(=O)[C@@]12CCCN1[C@H](c1ccc(-c3ccccc3)c(OC)c1)[C@H]1C(=O)N(C)C(=O)[C@H]12 | -3.8% | -3.3% | 1.0 | -0.8% | -5.6% | -7.9% | i | -27.1% | -3.2%
C=Cn1c(C(=O)O)ccc1-c1ccc(OC)cc1 | 5.2% | -8.5% | 0.3 | 2.2% | u | 0.9% | i | -1.1% | -3.6%
C=CCNc1nc(SC)nc2ccsc12 | -0.9% | 13.9% | 0.7 | -0.3% | -8.5% | 2.8% | i | -5.5% | -5.6%

Pulled by structure from the entries so far:
SMILES | EPAC2 ag | HepG2 tox | IL2 activator | Nrf2 ARE act | Nrf2 block | A549 tox | S2 tox | TGFb SMAD3 inh | ATXN2 expr inh
O=C(Nc1cccc(-c2ccc(N3CCOCC3)nn2)c1)c1ccccc1 | 6.3% | -6.8% | 4.8 | 0.0% | 1.9% | -3.8% | i | 13.0% | 4.2%
Cc1ccc(S(=O)(=O)N2CCOCC2)cc1NC(=O)CSc1nc(N)cc(N)n1 | 1.4% | 4.2% | -3.1 | -0.4% | 4.6% | 0.3% | i | u | -10.1%
O=S(=O)(NCCCCNS(=O)(=O)c1ccc(F)cc1)c1ccc(F)cc1 | 10.1% | -64.7% | 2.9 | -0.4% | -15.7% | 2.3% | i | 0.0% | -1.9%
CSc1cccc(NC(=O)N2CCCC(CNS(=O)(=O)Cc3ccccc3)C2)c1 (centres undefined) | 0.4% | -23.6% | 0.9 | -0.8% | u | -17.8% | i | -4.8% | -11.4%

Additional structures follow:
SMILES | EPAC2 ag | HepG2 tox | IL2 activator | Nrf2 ARE act | Nrf2 block | A549 tox | S2 tox | TGFb SMAD3 inh | ATXN2 expr inh
CN1C(=S)SC(N(O)C(=O)Nc2ccc(Cl)c(Cl)c2)C1(C)C (centres undefined) | 9.5% | -38.1% | -0.9 | 0.1% | -4.3% | -2.9% | i | u | -14.5%
COC(=O)CN(C#N)c1nc(SC)nc(N(C)C)n1 | -1.2% | -11.4% | -1.9 | 2.3% | -12.3% | -4.3% | u | -21.6% | -4.2%
C=CCN1C(=O)/C(=C2/Sc3ccccc3N2C)SC1=Nc1ccccc1C | 8.1% | 2.0% | 0.8 | -0.7% | 9.6% | -2.1% | i | -9.0% | -24.3%
COc1cccc(NS(=O)(=O)c2ccc(-c3cc(C)no3)s2)c1 | x | -32.5% | x | 0.5% | x | 2.5% | i | u | -16.8%
CC(=O)O[C@H]1[C@@H](O)[C@H](O)[C@H](Oc2c(O)c(C)c3c4c2[C@@H](C)CC[C@@H]4[C@@H](C)C[C@H]3C=C(C)C)O[C@H]1C | -19.7% | -113.7% | -0.7 | -2.8% | 1.3% | -15.1% | u | 11.2µM* | u
Cc1nn(Cc2ccccc2)c2sc(C(=O)N3CCN(Cc4ccc5c(c4)OCO5)CC3)cc12 | 23.5% | -12.6% | 0.7 | 4.4% | x | -16.2% | i | u | u
COc1cccc(NC(=O)c2c(N3CCCC3=O)c3cc(C)ccc3n2C)c1 | x | -27.9% | x | -0.4% | u | 0.2% | u | -3.1% | -27.2%
COc1ccc(C(=O)N2CCOC23CCN(c2ncccn2)CC3)cc1 | 0.6% | -9.2% | -0.4 | -0.6% | 9.8% | 4.4% | i | -6.7% | -13.3%
Cc1ccc(S(=O)(=O)N2CCN(Cc3ccccn3)CC2)cc1 | -1.9% | -1.7% | -1.7 | -1.4% | 6.1% | 0.3% | i | -22.8% | x
CN(Cc1cn[nH]c1-c1cc2ccccc2o1)CC1CCOCC1 | -3.7% | -12.6% | -0.6 | -0.4% | 0.6% | -1.0% | i | -9.6% | 2.1%
CCOc1ccc(Cl)cc1-c1cc(C(=O)Nc2ccc(F)cc2)[nH]n1 | 9.3% | -22.9% | 1.8 | 0.3% | x | x | u | u | u
CC(C)COc1ccc(C(=O)NC(Cc2c[nH]c3ccccc23)C(=O)NN)cc1 (centres undefined) | 6.2% | -2.9% | 1.2 | -0.2% | -15.0% | -4.3% | i | 0.4% | -14.7%

Screening data from PubChem.
